Assay outcomes deposited in PubChem by several laboratories.
H9c2 protect: protects H9c2 cardiomyocytes from peroxide injury. 360,000 compounds, 0.63% hits. H2O2 injury protection, ATPLite, 2 h. AID 588492. protection from H2O2 cell death, % at 20 µM;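 active = compounds giving at least 50% protection of heart cells from peroxide-induced death in the single-dose screen, raw or plate-pattern-corrected value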;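 also: 0% = DMSO wells with peroxide and 100% = DMSO wells without peroxide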
MC4R antagonist: human MC4R antagonism in cAMP assay | P32245 | MC4R-expressing cells, MTII-stimulated cAMP, LANCE TR-FRET | inhibition, % at 6.5 µM | 360,000 compounds, 0.48% hits | AID 540295;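 active = inhibition above its plate's cutoff, the mean of tested wells on that plate plus 3 SD, cut at about 29% in these data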;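 also: 0% = Melanotan II alone and 100% = Melanotan II plus saturating MCL0020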
Target sequence (P32245 whole entry, looked up): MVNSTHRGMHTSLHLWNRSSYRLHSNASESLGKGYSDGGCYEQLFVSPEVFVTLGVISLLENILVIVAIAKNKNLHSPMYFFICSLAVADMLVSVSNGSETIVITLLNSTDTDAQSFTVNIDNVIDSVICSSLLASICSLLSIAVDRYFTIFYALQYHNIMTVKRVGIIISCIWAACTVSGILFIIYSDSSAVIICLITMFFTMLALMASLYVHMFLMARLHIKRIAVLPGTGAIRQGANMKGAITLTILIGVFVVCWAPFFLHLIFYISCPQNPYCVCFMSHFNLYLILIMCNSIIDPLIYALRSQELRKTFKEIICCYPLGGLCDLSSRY
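Test system: U2OS cells stably expressing human melanocortin 4 receptor (MC4R); also added: Melanotan II challenge; compound: 6.5 µM single dose; timing: 30-min compound preincubation, 1-h Melanotan II challenge, 1-h detection, room temperature; signal: Eu-cAMP/anti-cAMP TR-FRET, emission 671 nm; repeats: one well per compound, no replicates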
CaV13 FRET inh: Primary screen for inhibitors of IQ motif and Ca2+-dependent inactivation inhibitor domain binding in CACNA1D, Förster resonance energy transfer in living cells, …; HEK cells, CFP/YFP FRET ICDI-IQ, plate reader, 10 min; percent FRET-ratio fall versus neutral wells; inhibition, % at 12.3 µM; AID 743397; 340,000 compounds, 0.098% hits;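 active = mean replicate inhibition of at least 30% and at least 1% of replicates passing that level; inconclusive = only one of the two criteria is met; inactive = neither criterion is met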;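 also: 0% = median of the neutral control wells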
HTR2A ag: agonists of mouse serotonin 5-HT2A receptor (HTR2A) | P35363 | CHO-K1 mHTR2A beta-arrestin complementation, luminescence; percent of 30 µM serotonin response | activation, % at 7.6 µM | 360,000 compounds, 0.66% hits | AID 624169;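 active = activation above a run cutoff, the mean activation of all tested compounds plus 3 SD, cut at about 14% in these data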;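 also: 0% = plate median of compound wells and 100% = 30 µM serotonin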
Target sequence (P35363 whole entry, looked up): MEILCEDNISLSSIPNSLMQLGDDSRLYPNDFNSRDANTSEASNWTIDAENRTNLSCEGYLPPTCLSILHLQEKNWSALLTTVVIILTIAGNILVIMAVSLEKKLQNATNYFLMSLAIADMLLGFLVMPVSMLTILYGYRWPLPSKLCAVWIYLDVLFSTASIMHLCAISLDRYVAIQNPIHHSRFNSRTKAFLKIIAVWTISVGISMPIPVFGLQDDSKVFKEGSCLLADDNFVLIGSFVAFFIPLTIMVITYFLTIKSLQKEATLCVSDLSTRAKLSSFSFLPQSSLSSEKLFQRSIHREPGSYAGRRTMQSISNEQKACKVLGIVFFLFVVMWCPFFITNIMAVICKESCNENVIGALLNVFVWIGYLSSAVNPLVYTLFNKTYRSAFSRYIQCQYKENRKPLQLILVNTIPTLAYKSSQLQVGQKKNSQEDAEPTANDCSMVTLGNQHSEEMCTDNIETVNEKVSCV
ABCB6 inh MLPCN: inhibitors of human ABC transporter ABCB6; K562-ABCB6 porphyrin accumulation, flow cytometry, 1 h; active compounds read low; fluorescence ratio to DMSO, % at 10 µM; 360,000 compounds, 0.19% hits; AID 602162;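 active = fluorescence ratio to DMSO below 75%, the collection mean minus 3 SD; inconclusive = too few cells collected in the well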;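 also: signal is porphyrin accumulated inside mitochondria; 100% equals median channel fluorescence of DMSO control wells; lower ratio means ABCB6 inhibition with less porphyrin fluorescence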
aDG glyco act: increases alpha dystroglycan glycosylation; 360,000 compounds, 0.22% hits; Pro5-aDG cells, alpha-DG glycosylation AlphaScreen (IIH6); 0% Pro5, 100% B10-LARGE cell signal; activation, % at 10 µM; AID 624168;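 active = activation of at least 8% versus controls, or a plate z-score of at least 8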;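 also: Pro5 are CHO cells carrying HIG-tagged alpha-DG that lacks glycosylation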
MC4R ag barr: human MC4R agonism via beta-arrestin | P32245 | U2OS MC4R beta-arrestin complementation, luminescence; percent of melanotan II response, DMSO zero | 360,000 compounds, 0.98% hits | activation, % at 8.9 µM;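 active = activation above a per-plate cutoff, the mean activation of sample wells on that plate plus 3 SD, cut at about 8% in these data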
Vif imaging: HIV Vif inhibition | HEK293T cells, Vif self-association by quenched fluorescence, imaging, 24 h | inhibition, % at 7.49 µM | 340,000 compounds, 0.35% hits; in the data active = inhibition above about 50%, passing the limit was not always enough; inconclusive = no clear call, values can overlap the other calls; inactive = below about 31%; also: some results filed as inactive read as strong as hits
N-glyco inh: blocks N-linked glycosylation in D54 reporter cells | reporter increase, % at 12.5 µM | D54 ERlucT glycosylation luciferase reporter, 24 h; percent of 100 nM tunicamycin response | 360,000 compounds, 0.23% hits | AID 588692;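 active = mean luciferase reporter signal, scaled so untreated is 0 and the glycosylation-blocking control 100, at or above a set limit in every replicate; inconclusive = mean reaches the limit but not every replicate does; inactive = mean below the limit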;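 also: luciferase carries N-glycosylation sites so blocking glycosylation raises the light; 0% = median of neutral control wells and 100% = median of 100 nM tunicamycin wells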
PDI inh: blocks human protein disulfide isomerase activity; inhibition, % at 10 µM; 350,000 compounds, 0.052% hits; PDI insulin aggregation turbidity, A650, 90 min; P07237;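 active = mean inhibition across replicates of 30% or more, whatever share of single replicates reach that level; inconclusive = mean inhibition below 30% while every single replicate reaches 30%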;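 also: absorbance from insulin aggregation driven by PDI reduction with DTT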
Starred values were filed as active, the others as inactive; ? = inconclusive; nt = not tested or not shown; & = joins results of further samples. Compounds as they come. Share with any hit: about 3.6%.

SMILES | H9c2 protect | MC4R antagonist | CaV13 FRET inh | HTR2A ag | ABCB6 inh MLPCN | aDG glyco act | MC4R ag barr | Vif imaging | N-glyco inh | PDI inh
Cc1ccccc1N1C(=O)C(Oc2ccc(Cl)cc2)C1CNCCCOC(C)C (stereo unspecified) | -12 | 9 | -4 | 2 | 100 | 1.1 | 2.2 | 1 | -3 | -2
Cc1cc(=O)n2c3ccccc3n(CC(O)CN3CCCCC3)c2c1C#N (stereo unspecified) | 9 | 10 | -9 | -2 | 99 | 0.0 | 0.8 | 4 | 13 | 1
CCn1c(SCC(=O)NC2CCCC2)nnc1-c1ccncc1 | 6 | 7 | -3 | 10 | 91 | 0.0 | -1.7 | 9 | 2 | -8
O=C(CC1C(=O)NCCN1CC1CCCCC1)NCc1ccccc1Cl (stereo unspecified) | 2 | 14 | -8 | -1 | 226 | 0.4 | -0.5 | -3 | 0 | 1
Cc1ccc(NC(=S)NC2CCN(Cc3ccccc3)CC2)c(C)c1 | -9 | -1 | -3 | -10 | 96 | 0.3 | -0.1 | -5 | -4 | 11
COc1ccc([C@H]2[C@H](C(=O)C(C)(C)C)N3N=Cc4ccccc4C3C23C(=O)OC(C)(C)OC3=O)cc1 (stereo partly specified) | 34 | -1 | -7 | 0 | 99 | -0.1 | -1.3 | -6 | -1 | 3
COc1ccc(CNC(=O)CSc2nnc(C)s2)cc1 | 2 | 0 | -4 | 0 | 74* | -0.1 | -0.6 | -16 | 0 | -1
CC(=O)N/C(=C\c1ccc2c(c1)OCO2)C(=O)NC(C(=O)O)c1ccccc1 (stereo unspecified) | 1 | 15 | -7 | 1 | 96 | -0.2 | 0.6 | -2 | 1 | -1
COCCn1c(SC2CCCCC2=O)nnc1-c1ccncc1 (stereo unspecified) | 8 | 7 | -3 | 5 | 97 | -0.4 | -0.6 | 3 | 3 | 1
CN(C)CCNC(=O)c1coc(=O)c(Br)c1 | 1 | 2 | nt | 3 | 104 | -0.3 | 0.5 | 8 | 3 | 0
CCc1nc2ccc(C(=O)Nc3cccc(NS(C)(=O)=O)c3)cn2c1N(CCC(C)C)CCN(C)C | 8 | 3 | -10 | -7 | 99 | 0.2 | -0.1 | 0 | 1 | -16
CCOC(=O)c1ccc(NNC(C)=O)c([N+](=O)[O-])c1 | 11 | -8 | -3 | 6 | 95 | -0.2 | -1.2 | -4 | 4 | -7
O=C(N[C@@H](Cc1ccccc1)C(=O)NC1CCCCCC1)c1ccco1 | -3 | 14 | -6 | 2 | 99 | -0.2 | 0.0 | 2 | -1 | -2
O=C(Nc1ccc(Cl)c(S(=O)(=O)N2CCOCC2)c1)c1cc2ccccc2oc1=O | 32 | 5 | -6 | 1 | 94 | 0.0 | -1.1 | 31 | -2 | -11
Cc1ccc(C(=O)N2CC(C)OC(C)C2)cc1S(=O)(=O)N1CCCCC1 (stereo unspecified) | 9 | 15 | -14 | 4 | 98 | -0.2 | -0.2 | 0 | 2 | -10
O=C(CC(c1ccccc1)c1ccccc1O)NCc1ccccc1Cl (stereo unspecified) | 0 | 21 | -6 | -1 | 105 | 0.4 | 0.9 | 2 | -3 | 2
CC(=O)Oc1ccc(Cn2c(C)c(C(=O)NCc3cccc(C(F)(F)F)c3)sc2=O)cc1 | -4 | 2 | ? | -9 | 93 | 0.2 | 0.9 | -5 | -4 | 20
COc1ccccc1N1CCN(C(=O)CSc2nc(-c3ccco3)cc(C(F)(F)F)n2)CC1 | -3 | 10 | -9 | 3 | 95 | 0.1 | 1.2 | 3 | 1 | -3
Cc1nnc(NC(=O)C2c3ccccc3Oc3ccccc32)s1 | 0 | -1 | nt | -2 | 101 | -0.1 | -1.7 | 0 | 2 | 1
C/C(N)=C(/C#N)C(=O)CSc1n[nH]c(-c2ccccc2Br)n1 | 0&-2 | -1&1 | -6&-4 | 4&5 | 98&86 | 2.3&-0.2 | -1.1&-2.1 | -3&0 | 0&4 | 0&4
CC(C)N(c1ccccc1)c1ccc(NC(=O)[C@@H]2O[C@H](CO)[C@H](O)[C@H](O)[C@H]2O)cc1 | 0 | 13 | -7 | 2 | 101 | 0.0 | -1.0 | 21 | -1 | 5
O=C(CN1CCN(S(=O)(=O)c2ccccc2)CC1)Nc1ccccc1C(=O)NC1CC1 | 0 | 12 | -2 | -5 | 100 | -0.3 | -0.6 | -5 | -2 | 5
CS(=O)(=O)N1CCCC(C(=O)NCCCN2CCN(Cc3ccccc3)CC2)C1 (stereo unspecified) | 2 | 3 | -8 | -1 | 97 | -0.2 | -2.1 | 0 | 1 | 3
CCOC(=O)c1[nH]c2c(c1-c1ccc(OC)cc1)C(=O)CC(c1ccc(OC)c(OC)c1)C2 (stereo unspecified) | 20 | 27 | -11 | 7 | 99 | 0.3 | 0.6 | -13 | -4 | nt
COC(=O)CSc1nsc(SCC(=O)OC)c1C#N | 2 | -1 | nt | 0 | 100 | 0.0 | 1.1 | 8 | 2 | -5

(further entries)
SMILES | H9c2 protect | MC4R antagonist | CaV13 FRET inh | HTR2A ag | ABCB6 inh MLPCN | aDG glyco act | MC4R ag barr | Vif imaging | N-glyco inh | PDI inh
Cc1cccc2c(=O)cc(C)n(CC(=O)N3CCCCC3)c12 | 3 | 0 | -4 | 6 | 95 | 0.5 | 0.5 | 5 | -1 | 11
CC1CCc2c(sc3ncnc(SCC(=O)Nc4ccc(C(=O)O)cc4)c23)C1 (stereo unspecified) | 6 | 20 | -5 | 3 | 97 | -0.1 | -0.7 | 4 | 3 | -3
CN(C)c1ccc(NC(=O)/C=C/c2ccccc2Cl)cc1 | -8 | -10 | -5 | -3 | 99 | -0.4 | 0.2 | 2 | -3 | -7
CC1CCN(Cc2nnnn2CCCC(=O)NCC(C)(C)N2CCOCC2)CC1 | 1 | 10 | -2 | -1 | 102 | -0.1 | -2.7 | -3 | 0 | -1
CC(C)=CCC[C@H](C)C[C@@H]1Cc2[nH][nH]c(=O)c2[C@H](c2ccc(F)cc2)O1 | nt | nt | -6 | -1 | 104 | 0.3 | nt | nt | nt | nt
O=c1[nH]c(SCCN2CCOCC2)nc(O)c1-c1ccccc1 | 3 | 3 | -7 | -3 | 97 | -0.1 | -0.2 | 5 | 0 | 0
N#Cc1c(NC(=O)CSc2ncccn2)oc(-c2ccccc2)c1-c1ccccc1 | 12 | 4 | -8 | -1 | 95 | 1.0 | -0.6 | -18 | 1 | -1
O=C(COC(=O)Cc1cccs1)Nc1ccccc1F | -3 | 3 | -4 | 2 | 99 | -0.2 | -0.9 | 16 | 1 | -5
COc1ccc(N2C(=O)CCC(C(=O)Nc3ccccn3)C2c2ccc(OC)c(OC)c2)cc1 (stereo unspecified) | 8 | -1 | -4 | -4 | 101 | 0.1 | -1.4 | -7 | 1 | 0
Nc1cccc2c1C(=O)N(C(=O)c1cccc(S(=O)(=O)N3CCCCCC3)c1)C2=O | 17 | 5 | -13 | -1 | 91 | 0.0 | -4.3 | -8 | -2 | 9
c1ccc(Sc2cccc3ccccc23)c(CNC2=NCCN2)c1 | -11 | 12 | -3 | -8 | 96 | -0.2 | -2.6 | nt | 7 | 8
CC1CCCC(C)N1C(=O)CSc1nnc(COc2ccccc2)n1-c1ccccc1 (stereo unspecified) | -2 | 3 | -4 | -3 | 80 | 0.2 | -1.6 | -4 | -5 | 0
CC(=O)NC1=NN(C(C)=O)C(C)(CS(=O)(=O)c2ccc(Cl)cc2)S1 (stereo unspecified) | 12 | 3 | nt | -2 | 93 | -0.1 | -1.9 | 3 | 1 | 2
Cc1cc(NC(=O)c2ccc3c(c2)C(=O)N(C(C)(C)C)C3=O)no1 | 2 | 6 | -6 | -2 | 95 | -0.5 | -1.4 | 1 | 1 | 0
CC(C)n1cc(/C=C2/SC(=O)N(CC(=O)Nc3ccc4c(c3)OCO4)C2=O)c2ccccc21 | 9 | -7 | -7 | 7 | 100 | 0.0 | -1.4 | -3 | -2 | -4
CCc1nc2c(OCc3ccccc3)cccn2c1N(Cc1ccccc1)C(C)=O | 5 | 6 | -6 | -3 | 97 | 1.2 | -0.5 | -2 | -2 | 5
COc1cccc(C(=O)Nc2ccccc2)c1 | -4 | -1 | -6 | -1 | 90 | 0.0 | 0.0 | -2 | 3 | -4
c1ccc2oc(-c3ccc4nc[nH]c4c3)nc2c1 | -21 | -1 | nt | 1 | 94 | 0.0 | 0.8 | 1 | -5 | 6
Cc1ccc(S(=O)(=O)NCC(c2ccccc2)N2CCN(c3ccc(F)cc3)CC2)cc1 (stereo unspecified) | -8 | 1 | -6 | -3 | 96 | 0.0 | -2.3 | -5 | -5 | -5
O=C(CNS(=O)(=O)c1cccs1)N1CCCC1 | 9 | 9 | -4 | 1 | 94 | 0.0 | -0.2 | 4 | -1 | 0
CC1O[C@@H]2O[C@](O[C@H](C)CC[C@@H](C)O)(c3ccccc3)O[C@@H]2C[C@H]1O (stereo partly specified) | 2 | 3 | -9 | 1 | 95 | 0.5 | -2.2 | -3 | 0 | 0
COc1ccccc1N1CCN(C(=O)CCc2ccc(S(=O)(=O)NCC(C)C)cc2)CC1 | -1 | 5 | -6 | -3 | 100 | 0.1 | 0.5 | -9 | 1 | 4
Cc1ccccc1-c1cnc(C(O)c2ccc(-c3ccccc3)cc2)[nH]1 (stereo unspecified) | -17 | 2 | -4 | 2 | 92 | 0.4 | 4.4 | -18 | 3 | -4
Cc1ccc(Cl)cc1NC(=O)C1CCCN(S(C)(=O)=O)C1 (stereo unspecified) | -1 | 8 | -5 | 0 | 123 | 0.0 | -0.6 | 0 | 3 | 15
COc1ccc(CN2CC(=O)N(c3cc(Cl)ccc3OC)C2=S)cc1OC | -4 | 4 | -20 | -6 | 93 | 0.0 | -0.5 | 7 | -1 | -15
Cc1ccc(C(=O)OCC(=O)NC2CCCCCC2)c(C)c1 | -8 | 2 | -3 | 5 | 98 | 0.2 | 2.4 | -4 | 0 | 5
O=C(Nc1ccc([N+](=O)[O-])cc1)NN1CCCCCC1 | -15 | -4 | -6 | 0 | 96 | -0.4 | -0.7 | -9 | -3 | -9
Cc1ccccc1C(=O)N1CCC(C(=O)N2CCN(S(=O)(=O)c3ccccc3F)CC2)CC1 | -4 | -3 | -6 | -2 | 97 | -0.2 | -0.4 | 0 | -6 | 0
CN(CC(O)COc1ccc2ccccc2c1)C1CCCCC1 (stereo unspecified) | 3 | 8 | -19 | -14 | 98 | -0.2 | 2.5 | -1 | -2 | -11
